PMI activator: phosphomannose isomerase (human) activation | purified human PMI, coupled resazurin fluorescence, 20 min; active compounds read high; 1 = vehicle control, 0 substrate-free wells | activation factor at 20 µM | 0.005% of 190,000 active | AID 1214;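 active = activation factor of 2 or more at 20 µM, relative to plate controls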
Target sequence (P34949 whole entry, looked up): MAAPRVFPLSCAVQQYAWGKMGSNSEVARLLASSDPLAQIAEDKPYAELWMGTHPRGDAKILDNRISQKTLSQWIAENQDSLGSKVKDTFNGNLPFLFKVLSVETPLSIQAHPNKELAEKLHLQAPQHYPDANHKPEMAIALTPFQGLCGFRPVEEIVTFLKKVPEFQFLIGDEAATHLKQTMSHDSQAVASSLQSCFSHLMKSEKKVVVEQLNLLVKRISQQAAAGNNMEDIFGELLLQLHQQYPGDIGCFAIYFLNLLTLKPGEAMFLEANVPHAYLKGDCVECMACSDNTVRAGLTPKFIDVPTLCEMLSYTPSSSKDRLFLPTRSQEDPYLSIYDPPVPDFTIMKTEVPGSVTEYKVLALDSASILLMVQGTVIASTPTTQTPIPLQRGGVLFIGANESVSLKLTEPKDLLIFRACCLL
TNAP inh hiacc: inhibitors of human TNAP at high phosphate acceptor concentration | P05186 | purified TNAP, CDP-star luminescence, 1 M DEA | inhibition, % at 20 µM | 0.03% of 200,000 active | AID 1135;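 active = over 50% inhibition of tissue-nonspecific alkaline phosphatase at 20 µM in the single-dose screen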;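 also: plate controls were DMSO wells for no effect and EDTA-quenched wells as full inhibition for full effect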
Target sequence (P05186 whole entry, looked up): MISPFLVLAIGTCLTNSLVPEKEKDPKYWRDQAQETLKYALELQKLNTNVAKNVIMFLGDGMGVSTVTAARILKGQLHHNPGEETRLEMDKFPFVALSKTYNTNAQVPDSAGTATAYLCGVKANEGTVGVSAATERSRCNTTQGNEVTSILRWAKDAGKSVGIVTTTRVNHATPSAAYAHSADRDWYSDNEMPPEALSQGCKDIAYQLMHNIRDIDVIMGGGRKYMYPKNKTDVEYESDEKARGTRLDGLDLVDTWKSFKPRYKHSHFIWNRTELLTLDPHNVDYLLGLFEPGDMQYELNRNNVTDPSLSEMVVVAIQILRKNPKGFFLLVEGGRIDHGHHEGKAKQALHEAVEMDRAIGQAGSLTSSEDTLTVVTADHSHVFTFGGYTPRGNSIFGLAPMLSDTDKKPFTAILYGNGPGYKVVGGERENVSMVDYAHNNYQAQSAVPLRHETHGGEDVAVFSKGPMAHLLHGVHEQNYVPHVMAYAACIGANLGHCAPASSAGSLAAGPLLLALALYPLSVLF
NF-kB expr up: raises NF-kB expression in human neuronal cells. NF-kB reporter expression; active compounds read high. fold change at 12.5 µM. 1.6% of 190,000 active; in the data active = fold change above about 3.3
TNAP act hi DEA: TNAP (human) activation, high acceptor; 200,000 tested, under 10 active; purified TNAP, CDP-star luminescence, 1 M DEA, 30 min; active compounds read high; 0 = EDTA background, 1 = DMSO-only activity; P05186; activation factor at 20 µM;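 active = activation factor at least 2 at 20 µM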
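Dosing: 20 µM single point. System: human TNAP. Amount: TNAP 1/800 final. Incubation: 30 min, room temperature. Read-out: TNAP activation factor scaled between EDTA and DMSO control wells. Signal: luminescence from CDP-star hydrolysis. Medium: 1 M DEA, pH 9.8, Mg2+, Zn2+. Control set: EDTA negative control, DMSO positive control.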
bIAP activator: increases bovine intestinal alkaline phosphatase activity. purified bovine IAP, CDP-star luminescence, 30 min; active compounds read high; fold of DMSO-control signal, blank-subtracted. activation factor at 20 µM. 0.17% of 200,000 active. AID 1016;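 active = activation factor of 2 or more at 20 µM, a signal rise over negative controls twice the positive control's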
TNAP inh no acc: inhibitors of human TNAP without phosphate acceptor. purified TNAP, CDP-star luminescence, 30 min. P05186. 0.26% of 200,000 active. inhibition, % at 20 µM;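 active = tissue-nonspecific alkaline phosphatase inhibition above about 50% at 20 µM in the single-dose screen, limit read from the data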;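 also: 0% = DMSO negative control and 100% = EDTA positive control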
FLuc inh counter: inhibits firefly luciferase, flagging false hits in luciferase inhibition screens. inhibition, % at 10 µM. ATPLite firefly luciferase biochemical luminescence, 10 min. 1.5% of 200,000 active;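 active = inhibition above about 50% when tested at 10 µM, limit read from the data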
PMI act satM6P: activators of human phosphomannose isomerase at near-saturating mannose 6-phosphate; P34949; coupled PMI enzyme assay, resazurin fluorescence, 20 min; active compounds read high; 1 = untreated enzyme, 0 = substrate-free blank; activation factor at 20 µM; 0.34% of 190,000 active; AID 1216;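 active = activation factor of 2 or more at 20 µM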
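Test system: Human PMI in coupled enzyme assay | Input: 15 ng/mL PMI | Medium: HEPES-buffered pH 7.4 with magnesium and detergent | Compound: One concentration, 20 µM, in 1% DMSO | Incubation: Enzyme reaction with compound 20 min at room temperature | Detection: Diaphorase-driven resazurin-to-resorufin fluorescence, excitation 544, emission 590 nm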
APP 5'UTR act: APP 5'UTR luciferase reporter activation; SH-SY5Y APP 5'UTR luciferase reporter, luminescence; zero percent = DMSO vehicle wells; 1% of 190,000 active; activation, % at 2 µM;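 active = activation above a set limit, based on mean plus 3 SD of controls, cut at about 140% in these data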; also: values of inactives mirror those of a sister screen read the other way
FLuc stim CS: affects firefly luciferase, flagging false hits in luciferase stimulation screens. 200,000 tested, under 10 active. AID 1027. activation factor at 10 µM. ATPlite luciferase biochemical, luminescence, 10 min; 0 = ATP-free wells, 1 = DMSO control. P08659;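 active = luciferase activation factor, scaled between plate controls, of at least 2 with compound at 10 µM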
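Material: Luciferase/luciferin reagent mix; Doses: test compounds dosed from 2 mM stocks in 100% DMSO; Schedule: 10 min incubation after luciferase reagent addition, room temperature; Measured by: luminescence from luciferase reaction; Read-out: luminescence gain marking luciferase activators.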
Numbers without * were called inactive; x = not tested or not shown.

SMILES	PMI activator	TNAP inh hiacc	NF-kB expr up	TNAP act hi DEA	bIAP activator	TNAP inh no acc	FLuc inh counter	PMI act satM6P	APP 5'UTR act	FLuc stim CS
COc1ccc(C(NC(=O)c2ccco2)c2ccc(OC)c(OC)c2)cc1OC	0.9	-7	1.1	1.1	0.9	-13	-5	0.9	-14	1.1
c1ccc(-c2csc3ncnc(NCCCN4CCOCC4)c23)cc1	1.2	-2	0.85	1	0.9	-9	-3	1.2	2	1
CCCCOC(=O)C(NC(=O)c1ccccc1)=C(C)C	1	-4	0.96	1	0.6	-6	0	1.1	-7	1
COc1ccc(-c2noc(CN(C)C(=O)Nc3ccccc3)n2)cc1	1	-3	1.2	1	1.1	-13	-6	1	6	1.1
COCCOC(=O)C1=C(C)NC2=C(C(=O)CC(C)(C)C2)C1c1cccnc1 (configuration not stated)	0.9	-3	1.1	1	1.1	-10	0	0.9	5	1
CCn1c(SCc2ccc(F)cc2)nc2c(c1=O)SCC2	1	-2	1.1	1	0.9	-9	-5	1	-13	1
O=C(CNC(=O)c1ccc(Cl)cc1)NCC(F)(F)F	1.1	-7	1.1	1.1	1	0	0	1.1	-1	1
Cn1c(-n2c(CCCN3C(=O)c4ccccc4C3=O)nc3ccccc3c2=O)nc2ccccc21	1.1	-2	1.3	1	1	-5	-2	1.1	-3	1
O=C(Nc1ccc(NC(=O)c2ccccc2Cl)nc1)c1ccncc1	1	-3	0.95	1	1	-8	-6	1	4	1.1
Cc1ccc(C(=O)Oc2cc(C)[nH]c(=O)c2[N+](=O)[O-])cc1	1	-1	1.2	1	1	-7	2	1.1	-12	1
O=C(CN(c1cccc([N+](=O)[O-])c1)S(=O)(=O)c1ccccc1)NCc1ccccc1	0.8	-2	1.2	1	1	3	-2	0.8	-6	1
CCOc1ccc(/C=N/NC(=O)C(OC)c2ccccc2)cc1 (configuration not stated)	1.1	-6	1.3	1.1	1	-12	-8	1.1	7	1.1
O=[N+]([O-])c1ccccc1/C=N/n1c(C(F)(F)F)n[nH]c1=S	0.6	-4	1.1	1	1.1	-7	-11	1.1	-6	1.1
COc1cccc(NS(=O)(=O)c2cc(C)sc2C)c1	1.1	-5	0.89	1.1	1	-4	-9	1	-4	1.1
Nc1nonc1N1CCCCC1	0.9	2	1.3	1	0.9	-8	-5	0.9	-5	1.1
O=C(O)CCCC(=O)Nc1ccc(N=Nc2ccccc2)cc1	1	4	1.2	1	0.9	-1	1	0.9	9	1
CCCNC(=O)c1ccc(CN2CCOCC2)cc1	0.9	-1	0.89	1	1.4	-6	-3	0.9	-2	1
COc1ccc(OC)c(S(=O)(=O)Nc2cc(Cl)cc(Cl)c2)c1	1	2	1.2	1	0.9	-6	-2	0.9	-7	1
CC(C)CC(=O)OCC(=O)Nc1ccccc1Sc1ccccc1	1	-9	1	1.1	0.8	-10	-6	1	-14	1.1
Cc1cc(NC(=O)CSc2ncnc3ccccc23)no1	0.8	-5	1.2	1	1	-17	0	0.9	9	1
COc1ccc(NC(=S)N(CCCN2CCC(C)CC2)Cc2cccs2)cc1	0.9	0	1.1	1	1.3	-8	4	0.9	2	1
CCOC(=O)N1CCN(c2nc3ccccc3nc2C(C#N)C(=O)NCCc2ccccc2)CC1 (configuration not stated)	1	4	1	1	0.9	2	-5	1	7	1.1
CCOC(=O)c1ccc(NC(c2ccc(N(C)C)cc2)P(=O)(OC(C)C)OC(C)C)cc1 (configuration not stated)	1	-2	1	1	1	-4	-5	0.8	12	1
CSc1snnc1-c1ccccc1	0.9	-2	1.3	1	1.1	-10	-1	0.9	-5	1
COCCn1c(C)cc(C(=O)CSc2nc3ccccc3c(=O)n2Cc2ccco2)c1C	1	-7	0.85	1.1	0.9	2	2	0.9	181*	1
COc1ccc2c(c1)CCCC21NC(=O)N(CC(=O)NC(=O)NCc2ccccc2)C1=O (configuration not stated)	1	-6	1.4	1.1	1	-12	-7	1	29	1.1
Cc1nc2nc(-c3ccco3)[nH]n2c(=O)c1C	0.9	-3	0.94	1	0.9	-13	0	1	-18	1
CCOc1ccc2nc(NC(=O)CSC3=NCCS3)sc2c1	0.9	-10	3.1	1.1	0.9	-14	-2	0.9	46	1
Cn1c[n+](C)cc1/C=N/O	0.9	-3	0.95	1	0.9	-12	-6	1.1	-9	1.1
CCN(CC)CCN1C(=O)C(O)=C(C(=O)c2cccs2)C1c1ccccn1 (configuration not stated)	1.1	-3	1.1	1	1.1	-15	-3	1.3	-6	1
O=C(c1c[nH]c2ccc(S(=O)(=O)N3CCC4(CC3)OCCO4)cc2c1=O)N1CCOCC1	0.8	3	1.1	1	1.1	-4	4	0.9	-3	1
N#Cc1cc2c(nc1SCC(=O)N1CCCCC1)CCCCC2	1.4	-3	0.76	1	1	1	-5	1.5	3	1
Cc1ccc(-c2nc(CN(C)C(C3CC3)C3CC3)c(C)o2)cc1	0.8	0	1.1	1	1.1	0	-5	1	-6	1.1
CCN(CC)c1nc2cc(C)ccc2cc1/C=C(\C#N)C(N)=O	0.8	2	0.86	1	0.9	-2	-4	0.8	25	1
O=C(C/C=N\O)Nc1ccc(Oc2ccccc2)cc1	1	-5	0.94	1	1.1	-12	-3	0.9	8	1
Cc1cc(OCCCn2ccnc2)cc(C)c1Cl	1	-2	0.89	1	1.1	0	-1	1	10	1
CC(=O)c1nn(-c2ccccc2)cc1C(=O)c1ccc(Br)cc1	1	1	1.4	1	1	-2	-5	1.1	-22	1
COC(=O)c1ccc(NC(=O)CN2C(=O)CSC2=O)cc1	1	3	1.1	1	1	11	14	1.1	-2	0.9
O=S(=O)(c1ccc(-c2nnc(SCc3ccccc3)o2)cc1)N1CCCC1	1	-8	0.9	1.1	0.9	-13	-7	1	0	1.1
CCCn1c(-c2cccnc2Cl)nc2cc(Cl)c(Cl)cc21	0.8	3	1	1	1	-6	-1	0.9	19	1
COc1ccc(/C=C/C(=O)OCC(=O)NCc2ccco2)cc1OC	1.1	1	1	1	1.2	-7	-4	1	-3	1
O=c1cc(-c2ccccc2)nc2nc(-c3ccco3)[nH]n12	1.1	-5	1.2	1	0.9	-12	72*	1.1	11	0.3
Cc1oc2c(c1C(=O)NCc1cc(C(=O)O)co1)CCCC2	0.8	-2	1.1	1	0.9	-10	-9	0.8	35	1.1
Cc1ccn(CC(C)C(=O)O)n1 (configuration not stated)	0.9	-6	1	1.1	1	1	0	0.8	28	1
COc1ccc(-c2nc(CSCC(=O)NC3CCCc4ccccc43)c(C)o2)cc1OC (configuration not stated)	1	-1	0.67	1	1.2	-11	-2	1	9	1
Cc1ccc(S(=O)(=O)c2c(N)n(-c3ccccc3)c3nc4ccccc4nc23)cc1	0.9	2	0.68	1	0.9	0	-9	1	8	1.1
Cc1cc(C(=O)N/N=C/c2ccc(O)c([N+](=O)[O-])c2)n[nH]1	1.1	20	1.1	0.8	1.1	23	-1	1	4	1
O=C(NC(=S)Nc1cccc(Cl)c1N1CCCCC1)c1ccc2c(c1)OCCO2	0.9	-4	0.58	1	0.9	1	-10	0.9	-12	1.1
O=C1C(Nc2ccccc2)=C(N2CCCCC2)C(=O)c2ccccc21	1.1	-2	0.98	1	0.8	3	-7	0.9	10	1.1
CN1C2CCC1CC(OC(=O)c1c[nH]c3ccccc13)C2 (configuration not stated)	1	-6	0.95	1.1	0.9	-3	-10	1.1	3	1.1
CCC(=Nc1ccccc1OC)C1=C(O)CC(c2ccccc2)CC1=O (configuration not stated)	1.1	-2	1.1	1	1	-12	-8	1	-9	1.1
COc1cc2nc(CN3C(=O)c4ccccc4C3=O)oc(=O)c2cc1OC	1	-11	1.3	1.1	0.9	-15	-6	1	11	1.1
C=CCn1c(SCC(=O)N(C)C2CCS(=O)(=O)C2)nc2ccccc2c1=O (configuration not stated)	1	-7	0.95	1.1	0.9	-11	3	1	-5	1
Clc1ccc(Cn2cc(/C=N/n3cnnc3)c3ccccc32)cc1	0.9	-2	0.93	1	0.7	-6	-7	0.9	2	1.1
O=C(NC1CCCCCC1)c1nnc(Cc2ccc(Cl)cc2)o1	1	1	1.1	1	0.9	-2	-10	1	10	1.1
O=C(COC(=O)CNC(=O)c1sc2ccccc2c1Cl)Nc1cc(Cl)cc(Cl)c1	1	-3	1.3	1	0.7	-5	-5	1	-15	1.1
C=CCC(NCc1ccccc1)c1ccccc1 (configuration not stated)	1	2	1.1	1	0.9	1	-2	1.1	1	1
COc1cccc(/C=N/NC(=O)CSc2nnc(C)n2-c2ccccc2)c1O	1.2	3	1.9	1	1.2	-42	3	1.1	9	1
CC1CCN(c2nc3c(c(=O)n(C)c(=O)n3C)n2CCSc2nc3ccccc3o2)CC1	0.9	-2	0.91	1	0.9	-11	-5	1	-3	1.1
CCOC(=O)c1c(NC(=O)c2c(-c3ccccc3)noc2C)sc(C)c1-c1ccccc1	0.9	-3	0.71	1	0.9	-13	-6	0.9	-40	1.1

Just APP 5'UTR act (four entries from above):
Structure | APP 5'UTR act
Cc1ccc(-c2nc(CN(C)C(C3CC3)C3CC3)c(C)o2)cc1 | -6
CCN(CC)c1nc2cc(C)ccc2cc1/C=C(\C#N)C(N)=O | 25
O=C(C/C=N\O)Nc1ccc(Oc2ccccc2)cc1 | 8
Cc1cc(OCCCn2ccnc2)cc(C)c1Cl | 10

Other entries
SMILES	PMI activator	TNAP inh hiacc	NF-kB expr up	TNAP act hi DEA	bIAP activator	TNAP inh no acc	FLuc inh counter	PMI act satM6P	APP 5'UTR act	FLuc stim CS
CC1CN(C(=O)c2ccccc2Nc2ccc(SC(F)F)cc2)CC(C)O1 (configuration not stated)	1	-1	1.3	1	1.1	-9	-3	0.9	7	1
CC(=O)Nc1ccc(S(=O)(=O)NCCc2csc(C)n2)cc1	0.9	0	1	1	0.9	-8	-2	0.9	-5	1
CCOC(=O)c1ccc(CNC(=O)CCC(=O)O)cc1	0.9	-3	1	1	1	-6	-4	1	-2	1
CCNc1nc2ccccc2[nH]1	0.8	-5	1.2	1	0.8	-7	-2	0.9	x	1
CC1=NN(C(=O)Cc2ccccc2)C(O)(c2ccccc2)C1 (configuration not stated)	1	-2	1.2	1	1.1	-13	-2	1.1	0	1
Cc1ccc(NS(=O)(=O)c2cc(C(=O)Nc3cccc(N(C)S(C)(=O)=O)c3)ccc2C)c(C)c1	0.9	-3	0.52	1	1	-8	-6	1	5	1.1

Sorted by count of non-hydrogen atoms (descending): three of the compounds above.
SMILES	PMI activator	TNAP inh hiacc	NF-kB expr up	TNAP act hi DEA	bIAP activator	TNAP inh no acc	FLuc inh counter	PMI act satM6P	APP 5'UTR act	FLuc stim CS
CC(C)CC(=O)OCC(=O)Nc1ccccc1Sc1ccccc1	1	-9	1	1.1	0.8	-10	-6	1	-14	1.1
CC1=NN(C(=O)Cc2ccccc2)C(O)(c2ccccc2)C1 (configuration not stated)	1	-2	1.2	1	1.1	-13	-2	1.1	0	1
Cc1ccn(CC(C)C(=O)O)n1 (configuration not stated)	0.9	-6	1	1.1	1	1	0	0.8	28	1
